Screens from PubChem BioAssay.
TrxR1 inh – blocks rat thioredoxin reductase 1; recombinant rTrxR1, NADPH fluorescence consumption, selenite substrate; hit rate 1% among 390,000; O89049; AID 588453; Potency, µM (titrated, usually from 114 µM), for the others: at the highest dose activity change, negative = inhibition, usual class: inhibitors; further: potency means the concentration at half of the fitted maximal effect; on the % scale 0 is the no-effect control and ±100 the full control effect; nearly all actives have a fitted effect of over 65% in size
Target sequence (O89049 whole entry, looked up): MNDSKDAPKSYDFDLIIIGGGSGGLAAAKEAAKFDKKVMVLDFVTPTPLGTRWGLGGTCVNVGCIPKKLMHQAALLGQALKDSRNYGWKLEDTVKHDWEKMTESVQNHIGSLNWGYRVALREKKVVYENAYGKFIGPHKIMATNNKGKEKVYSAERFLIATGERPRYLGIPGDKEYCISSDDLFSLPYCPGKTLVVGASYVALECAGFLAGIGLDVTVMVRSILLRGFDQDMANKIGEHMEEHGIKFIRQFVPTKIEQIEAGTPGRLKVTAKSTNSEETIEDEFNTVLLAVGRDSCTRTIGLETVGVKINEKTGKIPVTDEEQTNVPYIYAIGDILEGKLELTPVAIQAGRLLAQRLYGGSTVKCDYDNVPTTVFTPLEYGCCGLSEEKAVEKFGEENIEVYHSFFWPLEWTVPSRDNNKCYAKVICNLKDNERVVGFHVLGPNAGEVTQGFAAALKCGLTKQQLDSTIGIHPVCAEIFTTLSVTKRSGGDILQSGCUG
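Rat TrxR1 (90 nM in the dispensed reagent) was pre-reduced with 400 uM NADPH for 5 min at room temperature, then incubated with compound for 15 min. After 400 uM selenite was added, NADPH fluorescence (Ex 340/Em 450 nm) was followed for 8 min.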
USP1-UAF1 inh – USP1/UAF1 (human) deubiquitinase inhibition; O94782; recombinant USP1/UAF1, Ub-Rhodamine cleavage fluorescence; Potency, µM (titrated, usually from 57.1 µM), without a hit: at the top dose activity change, negative = inhibition, most hits filed as inhibitors; hit rate 0.23% among 390,000; AID 743255; further: potency means the concentration at half of the fitted maximal effect; on the % scale 0 is the no-effect control and ±100 the full control effect; nearly all actives have a fitted effect of over 60% in size; inactives centre near -12
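High-throughput fluorogenic screen: 1nM USP1/UAF1 complex, Ub-Rho substrate 150nM final, 50mM HEPES pH 7.8 with 0.5mM EDTA, 0.1 mg/ml BSA, 1mM TCEP and 0.01% Tween-20.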
GLS inhibitor – inhibitors of human glutaminase (GLS); GLS enzymatic activity, qHTS titration; Potency, µM (highest dose often 45.5 µM), for inactives: at the top dose activity change, negative = inhibition, most hits filed as inhibitors; hit rate 0.21% among 410,000; AID 624170; further: potency means the concentration at half of the fitted maximal effect; on the % scale 0 is the no-effect control and ±100 the full control effect
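Glutamate formation by hKGA was monitored fluorometrically using coupled glutamate oxidase, HRP and Amplex Red. Substrate was added as 1 mM L-glutamine solution; incubation was 30 min at RT after an initial read.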
PI4K2A inh – blocks human PI4K2A kinase activity. hit rate 0.13% among 420,000. activity change, negative = inhibition, % at 76.9 µM. Q9BTU6. purified PI4K2A, ADP-Glo luminescence, 1 h; stronger effect = lower value; in the data active means activity change below about -50%; inconclusive means mostly about -30% to -49%;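 further: -100% = wells without enzyme as full effect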
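Compounds are screened against recombinant PI4K2A using PI as substrate and ATP, the latter dispensed at 300 microM. Reactions run one hour at ambient temperature before ADP-Glo detection; full inhibition defined by wells lacking enzyme.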
TrxR1 substrate – is turned over as a substrate by rat TrxR1. O89049. purified TrxR1 substrate turnover, NADPH consumption readout. Potency, µM (top dose mostly 114 µM), inactives show at the highest dose activity change, negative = substrate turnover. hit rate 0.01% among 390,000; further: potency means the concentration at half of the fitted maximal effect; on the % scale 0 is the no-effect control and ±100 the full control effect; nearly all actives have a fitted effect of over 50% in size
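Rat TrxR1, dispensed at 90 nM, was prereduced with 400 uM NADPH (final) for 5 min at ~22 deg C, then incubated with compound 15 min before 400 uM selenite. A first-read NADPH fluorescence drop versus no-compound background flagged substrates.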
Tb PGK inh – T. brucei PGK inhibition; PGK/GAPDH coupled, Kinase-Glo luminescence, 60 min; Potency, µM (titrated, usually from 57.5 µM), without a hit: at the top dose activity change, negative = inhibition, most hits filed as inhibitors; hit rate 0.043% among 380,000; AID 602233; further: potency means the concentration at half of the fitted maximal effect; on the % scale 0 is the no-effect control and ±100 the full control effect; nearly all actives have a fitted effect of over 60% in size
Target sequence (P07378 whole entry, looked up): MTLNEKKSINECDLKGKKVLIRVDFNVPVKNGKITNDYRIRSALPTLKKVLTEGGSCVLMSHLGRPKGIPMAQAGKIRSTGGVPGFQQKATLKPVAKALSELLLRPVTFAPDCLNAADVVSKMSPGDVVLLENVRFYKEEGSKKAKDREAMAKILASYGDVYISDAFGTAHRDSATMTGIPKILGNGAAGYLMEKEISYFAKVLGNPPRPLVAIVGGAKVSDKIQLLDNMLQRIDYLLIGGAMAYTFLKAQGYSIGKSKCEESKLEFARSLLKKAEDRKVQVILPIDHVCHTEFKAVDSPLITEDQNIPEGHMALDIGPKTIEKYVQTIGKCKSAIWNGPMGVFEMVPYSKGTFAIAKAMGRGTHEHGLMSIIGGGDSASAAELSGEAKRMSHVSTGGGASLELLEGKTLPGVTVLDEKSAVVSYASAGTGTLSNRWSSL
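Recombinant glycosomal PGK reaction used 1,3-bisphosphoglycerate generated in-well by GAPDH (100nM final) in 100mM TEA pH 7.6, 5mM MgCl2, 0.01% Tween-20. After 60 minutes at room temperature, ATP was read by Kinase-Glo Plus luminescence end-point.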
mIDH1 inhibitor – human IDH1 R132H inhibition; O75874; IDH1-R132H enzyme, NADPH consumption, diaphorase/resazurin fluorescence; Potency, µM (titrated, usually from 76.6 µM), for inactives: at the top dose activity change, negative = inhibition, actives largely listed as inhibitors; hit rate 0.093% among 390,000; further: potency means the concentration at half of the fitted maximal effect; on the % scale 0 is the no-effect control and ±100 the full control effect; nearly all actives have a fitted effect of over 65% in size
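IDH1-R132H (0.5 ug/mL) preincubated 30 min with compound, then NADPH (0.016 mM) and alpha-KG (2 mM) added; 80 min at RT, pH 7.5. Remaining NADPH coupled via diaphorase/resazurin to fluorescence (540/590 nm); concentration-response curves normalized to no-enzyme control.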
HP1b binding inh – blocks HP1-beta chromodomain binding to methylated histone tails; P83916; hit rate 0.56% among 390,000; Potency, µM (top dose mostly 114 µM), inactives show at the top dose activity change, negative = inhibition, usual class: inhibitors; AlphaScreen HP1-beta / biotin-H3K9me3 peptide binding; AID 540317; further: potency means the concentration at half of the fitted maximal effect; nearly all actives have a fitted effect of over 70% in size; inactives centre near 23
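Compound inhibition of the preformed complex between 50 nM HP1-beta and 50 nM biotinylated H3K9me3 peptide was read by AlphaScreen. Buffer was PBS pH 7.4 with 0.01% Tween-20. Incubations ran 30 min at room temperature, with 10 ug/mL donor/acceptor beads.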
Pin1 inhibitor – inhibitors of human Pin1. Q13526. Pin1 FP peptide displacement, HiFluor488, 10 min. Potency, µM (series often up to 115 µM), for inactives: top-dose activity, negative = inhibition, most hits filed as inhibitors. hit rate 0.009% among 390,000; active means well fitted inhibition curve with a large enough effect in the polarisation, with a control signal flat, not every such curve was filed as active; inconclusive means small, poorly fitted or top-dose-only effect, or effect the other way, or a change in a side signal; inactive means no such curve, though single readings can be large or run the other way; the % refers to the polarisation; further: potency means the concentration at half of the fitted maximal effect; on the % scale 0 is the no-effect control and ±100 the full control effect
Target sequence (Q13526 whole entry, looked up): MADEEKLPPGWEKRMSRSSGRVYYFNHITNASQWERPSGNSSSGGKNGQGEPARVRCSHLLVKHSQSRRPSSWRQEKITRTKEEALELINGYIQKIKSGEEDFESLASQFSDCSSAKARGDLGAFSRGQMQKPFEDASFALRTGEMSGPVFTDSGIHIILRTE
* = called active by the depositor; i = inactive; ? = inconclusive; / = not tested or not shown; & = joins results of further samples; [ ] = dose if it differs, or a comment. Unless noted, the call rests on the fitted dose curve; in most records, active means well fitted curve in the direction sought with a large enough effect; inconclusive means small, poorly fitted or top-dose-only effect, or another doubt; inactive means no such curve, though single readings can be large; an effect the other way counts as inactive or inconclusive. These rows are one share of the data, so the mix of outcomes need not match the whole.

SMILES	mIDH1 inhibitor	Pin1 inhibitor	GLS inhibitor	USP1-UAF1 inh	PI4K2A inh	HP1b binding inh	TrxR1 inh	Tb PGK inh	TrxR1 substrate
COc1ccccc1C(=O)Nc1ccccc1C(=O)Nc1ccccc1	0%	-1%	3%	-9%	-1	22%	12%[57.1 µM]	i	-4%[57.1 µM]
CC1=C(C(=O)Nc2ccccc2Cl)C(c2cccs2)n2ncnc2N1 (stereo unspecified)	-5%	-7%	2%	-5%	-5	15%[57 µM]	-18%[57.1 µM]	0%	-13%[57.1 µM]
CCOc1ccccc1CNc1ccc(O)cc1	19%	-10%	-21%	16µM*	-27	?	?	-5%	-7%
COc1ccccc1NC(=O)C1=C(C)Nc2nc(SCc3ccccc3F)nn2C1c1cccs1 (stereo unspecified)	-22%	0%	-4%	-7%	2	-4%	24%	i	5%
COCCN(C(=O)/C=C/c1ccccc1)c1nnc(-c2cccnc2)s1	2%	0%	-13%	-8%	0	47%[activator]	5%	-8%	11%
Nc1ccc2nn(-c3ccc(F)cc3)nc2c1	7%	5%	12%	-1%	3	38%[activator]	63%[activator]	-8%	146%[activator]
COc1cc(NC(=O)CC(C)C)ccc1NC(=O)c1ccco1	4%	-3%	-9%	-11%	-4	12%	2%	-2%	6%
CCN(CC)c1ccc(CN(C(=O)Cc2coc3ccc(C)cc23)C2CCS(=O)(=O)C2)cc1 (stereo unspecified)	0%	0%	31%[activator]	-21%	-3	-16%	15%	-8%	1%
CC1CCCC(C(=O)O)N1C(=O)CCSC(=O)c1ccccc1 (stereo unspecified)	7%	-6%	-2%	-13%	5	24%	22%	-2%	11%
N[C@@H](Cc1ccc(O)cc1)c1nnc([C@H](CO)NC(=O)C2CCNCC2)o1	-5%	-1%	30%	-13%	-1	56%[activator]	3%[57.1 µM]	0%	7%[57.1 µM]
C[C@@H]1CN([C@H](C)CO)C(=O)CCCn2cc(nn2)CO[C@H]1CN(C)S(=O)(=O)c1ccccc1	6%	/	2%	?	-5	/	/	-7%	/
Cc1cc(SCC(=O)O)nc2ccccc12	-3%&3%	-9%&1%	0%&0%	-10%&7%	-1&4	6%&50%	-14%	-9%	5%&5%[57.1 µM]
CCc1ccc(C2C(C(=O)Nc3ccccc3OC)=C(C)Nc3c(C(=O)Nc4ccc(C)cc4)cnn32)cc1 (stereo unspecified)	-1%	3%	0%	-15%	2	-14%	41%[activator]	1%	29%
CCCCN(CCCC)Cc1ccc(C(=O)NNC(=O)Nc2ccc(Cl)cc2)o1	-5%	?	11%	-19%	-5	24%	35%	0%	7%
Cc1ccc(C(=O)COC(=O)c2cc(=O)[nH]c3ccccc23)cc1C	0%	27%	-8%	-5%	-1	?	-6%[57.1 µM]	-24%	-2%[57.1 µM]
O=C(NNC(=O)c1cccc2ccccc12)c1cccc(Br)c1	-7%	1%	4%	-26%	7	8%[57 µM]	1%[2.29 µM]	-5%	5%[57.1 µM]
Nc1c(Cl)cc(-c2csc(N3CCCC3c3nc4cc(Cl)c(N5CCCCC5)cc4n3CCOCCO)n2)cc1Cl (stereo unspecified)	-13%	25%	5%	-34%	2	18%	10%[57.1 µM]	-1%	-2%[57.1 µM]
CCOC(=O)Cn1c(C)cc(COC)c(C#N)c1=O	2%	-4%	0%	10%	-5	21%	2%[57.1 µM]	7%	29%[57.1 µM]
COC(=O)c1cnn(-c2ccccc2)c1N	14%	-5%	0%	-6%	-1	29%	5%	3%	3%
COc1ccc(OC)c(-c2csc(NC(=O)Cc3ccc(OC)c(OC)c3)n2)c1	10%	13%	-5%	-6%	5	-12%	18%	2%	1%
COc1ccc(C(=O)COC(=O)c2ccccn2)cc1OC	-7%	-1%	14%	2%	-2	24%	-4%	8%	-4%
O=c1c2ccsc2ncn1Cc1ccccc1F	1%	1%	0%	2%	10	22%	-12%	5%	-8%
COc1ccc(Oc2nccc(-c3ccc(F)cc3)c2C#N)cc1	1%	1%	6%	-12%	-6	19%	10%[57.1 µM]	-11%	15%[57.1 µM]
CCN(CC)C(=O)C(=O)c1cccn1-c1c(Cl)cccc1C#N	6%	1%	-3%	-22%	-4	61%[activator]	12%	-3%	2%
CCOC(=O)c1oc2c(c1C)-c1nn(Cc3ccc(Cl)cc3)cc1CC2	/	10%	1%	-21%	3	48%[activator]	-16%	/	2%
CN1CCN(C(=O)c2ccc(F)c(F)c2)CC1	-4%	-9%	-5%	0%	3	8%	6%	-1%	0%
O=c1oc(-c2ccccc2)nc2ccsc12	2%	-5%	-18%	-22%	-4	34%	-20%	4%	-11%
O=C(O)CCSc1nnc(CNc2ccc(Cl)cc2)n1Cc1ccccc1	-1%	0%	-3%	-11%	-4	31%	3%[57.1 µM]	2%	-1%[57.1 µM]
O=C(Nc1nnc(C2CC2)s1)C1CCCCN1S(=O)(=O)c1ccccc1 (stereo unspecified)	-4%	0%	6%	4%	1	8%	9%[57.1 µM]	2%	-8%
CC(=O)NCCC(=O)Nc1nc(-c2ccc3c(c2)OCCO3)cs1	-10%	2%	1%	-11%	6	50%[activator]	5%	i	-5%
O=C(C[C@H]1C(=O)N(C2CCCCC2)C[C@@H]1Cc1ccccc1)Nc1ccccc1	-2%	5%	6%	-18%	-5	15%	3%[57.1 µM]	i	-10%&-11%
CCc1ccc(NC(=S)NC2CCN(Cc3ccccc3)CC2)cc1	6%	1%	-1%	-15%	0	1%	-5%	-3%	-2%
Cc1cc(NC(=O)Nc2ccc(Cl)c(Cl)c2)n(-c2ccccc2)n1	7%	-4%	-5%	-9%	-7	-2%	28%	-2%	12%[57.1 µM]
Cc1ccc(S(=O)(=O)N(CC(O)CN2CCOCC2)c2cccc([N+](=O)[O-])c2)cc1 (stereo unspecified)	0%	-3%	-13%	-11%	6	22%	-8%	-1%	-6%
O=C(COC(=O)CSc1ccc([N+](=O)[O-])cc1)NCCC1=CCCCC1	2%	-11%	10%	-7%	7	8%	-23%	-2%	-20%
CCc1nnc(NS(=O)(=O)c2ccc(NC(=O)c3cccc(Cl)c3)cc2)s1	-9%	9%	10%	-10%	5	16%[57 µM]	2%	-1%	-1%
COc1cc(C(=O)N2CCN(c3cc(Cl)ccc3Cl)CC2)cc(OC)c1OC	-18%	0%	0%	-13%	-2	7%	18%[57.1 µM]	-1%	9%[57.1 µM]
COc1cc(C(=O)Nc2cc(C)ccc2OCc2cc(=O)n3c(C)csc3n2)cc(OC)c1OC	29%	2%	2%	10%	-11	16%[57 µM]	15%[57.1 µM]	-4%	4%[57.1 µM]
Clc1ccc(-c2csc(N/N=C/c3ccco3)n2)cc1	2%	12%	?	-7%	-1	-12%	14%[57.1 µM]	-4%	-8%
COc1ccc(N2C(=O)CC(Nc3ccc(F)cc3)C2=O)c([N+](=O)[O-])c1 (stereo unspecified)	-2%	-6%	?	-6%	-9	-7%	10%[57.1 µM]	6%	6%[57.1 µM]
O=C(NCc1cccnc1)c1ccc(COc2ccccc2Br)cc1	-5%	?	3%	-19%	3	30%	-14%	6%	-10%
CC(C)N(CC(N)=O)C(=O)c1sc2cc(F)ccc2c1Cl	17%	?	0%	2%	-8	-8%	22%[57.1 µM]	-4%	8%[57.1 µM]
C=CCn1c(SCC(=O)N2CCOCC2)nc2sc(CC)cc2c1=O	5%	3%	11%	-4%	-5	22%	-7%	-2%	-10%
CCC[C@H](CN[C@@H](CNC)[C@H](C)O)NCCc1ccc(OC)cc1	-4%	-1%	0%	13%	1	35%[activator]	26%	-2%	2%
O=C(O)c1ccc(N2C(=O)c3cccnc3C2=O)cc1	-3%	1%	1%	-10%	-9	28%	-3%[57.1 µM]	1%	-4%[57.1 µM]
COc1ccccc1NC(=O)C1=C(C)Nc2c(C(=O)Nc3ccc(C)cc3)cnn2C1c1cccc(OC)c1OC (stereo unspecified)	-3%	-3%	-8%	-13%	0	8%	9%	10%	-3%
Cc1ncc([N+](=O)[O-])n1CC(=O)Nc1ccc(F)c(Cl)c1	-2%	-3%	-14%	-14%	3	34%	16%	-9%	-1%
COCCNC(=O)CSc1nc2sc(C)c(C)c2c(=O)n1-c1ccccc1	1%	-1%	-16%	-6%	0	19%	2%[57.1 µM]	i	-15%
CCOc1ccc(N(C)C(=O)C2CCN(S(=O)(=O)c3ccc4c(c3)CCCN4C(C)=O)CC2)cc1	25%	2%	3%	-10%	-1	10%[57 µM]	17%[57.1 µM]	-1%	-2%[57.1 µM]
Fc1ccc(-c2ccc(/C=N\n3cnnc3)o2)cc1Cl	3%	22%	3%	-10%	0	28%	5%	0%	3%
Cc1cc(Cl)ccc1C(=O)C1CCCN(C(=O)c2cncs2)C1 (stereo unspecified)	6%	0%	1%	-12%	19	3%	15%[57.1 µM]	-1%	7%[57.1 µM]
COc1ccc(-c2nc(-c3cccnc3)no2)cc1	8%	-13%	2%	-4%	-7	63%[activator]	31%&-13%	-11%	2%&-6%
COc1cccc(C2CC(c3ccccc3Cl)Nc3ncnn32)c1 (stereo unspecified)	5%	-1%	-2%	-20%	-3	39%[activator]	-18%	i	-7%
COc1cc(-c2csc(CCn3nc(C)cc3C)n2)cc(OC)c1OC	2%	-7%	2%	0%	-5	-9%	35%[57.1 µM]	-1%	7%[57.1 µM]
